TNAP act hi DEA: TNAP activators at high phosphate acceptor level, primary screen, biochemical, luminescence, uHTS. purified TNAP, CDP-star luminescence, 1 M DEA, 30 min; stronger effect = higher value; 0 = EDTA background, 1 = DMSO-only activity. 200,000 tested, under 10 active. AID 1136, 2008. Alkaline phosphatase, tissue-nonspecific isozyme (Homo sapiens), P05186. activation factor at 20 µM;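 active means activation factor at least 2 at 20 µM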
Target sequence (P05186 whole entry, looked up): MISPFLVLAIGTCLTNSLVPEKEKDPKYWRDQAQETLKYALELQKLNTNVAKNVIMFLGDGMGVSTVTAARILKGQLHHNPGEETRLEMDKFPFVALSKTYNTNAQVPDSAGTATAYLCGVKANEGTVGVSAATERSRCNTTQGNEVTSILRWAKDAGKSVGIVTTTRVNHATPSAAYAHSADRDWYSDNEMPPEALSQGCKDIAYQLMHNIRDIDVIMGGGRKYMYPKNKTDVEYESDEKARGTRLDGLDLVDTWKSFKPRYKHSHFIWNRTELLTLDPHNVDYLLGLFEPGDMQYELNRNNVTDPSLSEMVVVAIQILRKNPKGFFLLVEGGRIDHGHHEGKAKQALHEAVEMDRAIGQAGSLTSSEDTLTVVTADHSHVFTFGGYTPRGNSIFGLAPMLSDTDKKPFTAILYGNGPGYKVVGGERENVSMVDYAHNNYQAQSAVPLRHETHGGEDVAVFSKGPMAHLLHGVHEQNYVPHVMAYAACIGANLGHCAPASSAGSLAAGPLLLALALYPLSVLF
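Control set: EDTA negative control, DMSO positive control / Assay system: human TNAP / Quantity: TNAP 1/800 final / Evaluation: TNAP activation factor scaled between EDTA and DMSO control wells / Measured by: luminescent substrate turnover signal / Compound dosing: one dose, 20 µM / Times: 30 min enzyme reaction at room temperature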
FLuc inhib CS: firefly luciferase enzyme inhibitors, primary screen, artefact control for luciferase-based inhibitor screens, biochemical, luminescence, ATPLite | Luciferin 4-monooxygenase (Photinus pyralis), P08659 | 200,000 compounds, 1.5% hits | 10 min | inhibition, % at 10 µM | AID 1006, 2008;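 active means inhibition above about 50% when tested at 10 µM, limit read from the data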
Target sequence (P08659 whole entry, looked up): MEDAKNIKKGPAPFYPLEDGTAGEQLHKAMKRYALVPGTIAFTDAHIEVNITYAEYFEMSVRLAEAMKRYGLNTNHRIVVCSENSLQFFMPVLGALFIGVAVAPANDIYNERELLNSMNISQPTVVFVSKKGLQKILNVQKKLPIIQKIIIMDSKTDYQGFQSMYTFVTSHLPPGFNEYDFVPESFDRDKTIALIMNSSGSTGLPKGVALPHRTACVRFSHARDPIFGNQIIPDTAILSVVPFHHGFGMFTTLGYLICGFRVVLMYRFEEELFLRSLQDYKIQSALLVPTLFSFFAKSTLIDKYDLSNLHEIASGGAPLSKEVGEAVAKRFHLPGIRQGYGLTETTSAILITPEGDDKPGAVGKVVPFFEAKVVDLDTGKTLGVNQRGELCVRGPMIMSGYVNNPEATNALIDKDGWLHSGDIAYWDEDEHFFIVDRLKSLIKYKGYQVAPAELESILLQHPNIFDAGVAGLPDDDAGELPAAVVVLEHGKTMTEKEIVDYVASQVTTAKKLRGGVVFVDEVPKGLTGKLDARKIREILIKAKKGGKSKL
RAM inhibit: inhibitors of the yeast RAM network, primary screen, dse1pr::URA3 reporter, 5-FOA selection; S. cerevisiae dse1pr::URA3 reporter, 5-FOA growth OD615, 2 d; analog-sensitive cbk1-as2 kinase mutant strain; inhibition, % at 50 µM; 190,000 compounds, 1.8% hits; AID 868, 2007;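 active means inhibition above a set limit, 3 SD over mean compound inhibition, cut at about 8.4% in these data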;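 further: 0% = DMSO-only wells with no growth and 100% = 10 µM 1-NA-PP1 full growth; inhibition rescues growth on 5-FOA so higher OD means more RAM inhibition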
L major viab: Leishmania major promastigote growth inhibition, primary screen; Leishmania major promastigotes, resazurin fluorescence viability; inhibition, % at 10 µM; 200,000 compounds, 9% hits; AID 1063, 2008; in the data active means inhibition above about 50%;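 further: promastigotes grown with compound for 44 hours at 28 °C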
bIAP act: bovine intestinal alkaline phosphatase activators, primary screen, biochemical, bovine IAP, CDP-star luminescence; alkaline phosphatase, intestinal [Bos taurus]; purified bovine IAP, 30 min; stronger effect = higher value; fold of DMSO-control signal, blank-subtracted; activation factor at 20 µM; 200,000 compounds, 0.17% hits; AID 1016, 2008;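 active means activation factor of 2 or more at 20 µM, a signal rise over negative controls twice the positive control's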
FLuc stim CS: FLuc activators, initial screening, artefact control for FLuc-dependent activation tests, biochemical, ATPlite luminescence | Luciferin 4-monooxygenase (Photinus pyralis), P08659 | ATPlite luciferase biochemical, 10 min; 0 = ATP-free wells, 1 = DMSO control | activation factor at 10 µM | 200,000 tested, under 10 active;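 active means luciferase activation factor, scaled between plate controls, of at least 2 with compound at 10 µM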
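Assay system: Luciferase/luciferin reagent mix; Medium: PBS as buffer for the ATP substrate; Dosing: test compounds dosed from 2 mM stocks in 100% DMSO; Times: 10 min, room temperature; Signal: luminescence from luciferase reaction; Read-out: luciferase activation; Controls: No-ATP low control, compound-free enzyme-plus-ATP high control.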
APP 5UTR inh: inhibitors of APP translation via 5'UTR reporter, primary screen, APP 5'UTR luciferase, SH-SY5Y cells. AID 1285, 2008. 190,000 compounds, 0.82% hits. SH-SY5Y APP 5'UTR-luciferase reporter, luminescence. inhibition, % at 2 µM;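 active means inhibition above a set limit, derived from the sample mean plus 3 SD, cut at about 45% in these data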; further: values of inactives mirror those of a sister screen read the other way
TNAP inh no acc: human TNAP enzyme inhibitors, primary screen, biochemical, luminescent, no phosphate acceptor, uHTS; Alkaline phosphatase, tissue-nonspecific isozyme (Homo sapiens), P05186; purified TNAP, CDP-star luminescence, 30 min; inhibition, % at 20 µM; 200,000 compounds, 0.26% hits; AID 1012, 2008;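 active means tissue-nonspecific alkaline phosphatase inhibition above about 50% at 20 µM in the single-dose screen, limit read from the data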;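 further: 0% = DMSO negative control and 100% = EDTA positive control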
TNAP inh hi DEA: human TNAP enzyme inhibitors, primary screen, biochemical, luminescent, high phosphate acceptor level, uHTS | Alkaline phosphatase, tissue-nonspecific isozyme (Homo sapiens), P05186 | purified TNAP, CDP-star luminescence, 1 M DEA | inhibition, % at 20 µM | 200,000 compounds, 0.03% hits | AID 1135, 2008;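 active means over 50% inhibition of tissue-nonspecific alkaline phosphatase at 20 µM in the single-dose screen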;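 further: plate controls were DMSO wells for no effect and EDTA-quenched wells as full inhibition for full effect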
bIAP inhibitor: bovine intestinal alkaline phosphatase inhibitors, primary screen, selectivity assay for TNAP inhibitor project, biochemical, bovine IAP, CDP-star luminescence; alkaline phosphatase, intestinal [Bos taurus]; purified bovine IAP, 30 min; inhibition, % at 20 µM; 190,000 tested, under 10 active;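 active means over 50% inhibition of intestinal alkaline phosphatase at 20 µM in the single-dose screen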
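System: Purified bovine intestinal alkaline phosphatase (IAP) enzyme | Input: IAP diluted 1/65,000,000 in the well | Also added: CDP-star chemiluminescent phosphatase substrate, 30 µM final | Dosing: 20 µM single dose | Times: Enzyme reaction for 30 min at room temperature | Detection: Luminescence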
* = called active by the depositor; i = inactive; . = not tested or not shown. Random draw from the library (roughly 13% active in at least one column).

Molecule | FLuc inhib CS | bIAP act | FLuc stim CS | bIAP inhibitor | TNAP inh hi DEA | TNAP inh no acc | TNAP act hi DEA | L major viab | RAM inhibit | APP 5UTR inh
S=c1[nH]nc(CNc2ccc(Cl)cc2)n1Cc1ccccc1 | -4.9 | 0.8 | 1 | 21.6 | -1.7 | -1.3 | 1 | 3.1 | 3.1 | 19.4
COc1ccc(N(C(=O)CCl)C(C(=O)NC2CCCCC2)c2cccnc2)cc1 (stereo not given) | -10.4 | 0.9 | 1.1 | 10.9 | -5.2 | -11.4 | 1.1 | 97.5* | 3.0 | 19.6
Cc1cccc(CSc2nc3sc(C)c(C)c3c(=O)n2Cc2ccco2)c1 | -9.1 | 0.9 | 1.1 | 7.1 | -1.8 | -3.1 | 1 | 6.8 | 22.3* | 1.1
COc1ccccc1-n1cnc2cc(NCc3cccs3)ccc21 | -2.5 | 1.1 | 1 | -10.8 | 1.1 | -1.0 | 1 | 96.4* | 2.4 | 93.1*
COc1ccccc1NC(=O)c1cc(S(=O)(=O)NCc2ccccc2)ccc1F | 1.2 | 1.1 | 1 | -7.8 | -3.9 | -11.0 | 1 | -0.6 | 3.1 | 14.6
Cc1c(Cl)cccc1NC(=O)c1ccc(OCC(=O)NCc2ccccc2)cc1 | -7.4 | 1 | 1.1 | -4.1 | -8.6 | -39.6 | 1.1 | -10.4 | -0.2 | -0.6
Cc1[nH]c2ccccc2c1/C=N/NC(=O)Cc1cccs1 | -2.0 | 0.9 | 1 | 11.2 | -4.7 | -8.9 | 1 | 5.0 | 0.8 | 19.0
Cc1sc2ncnc(OCC(=O)Nc3ccc4c(c3)OCCO4)c2c1C | -4.0 | 0.9 | 1 | 5.1 | -2.2 | -5.9 | 1 | -3.1 | 6.3 | 14.8
COn1c(C)c(C(C)=O)c2c3nonc3ccc21 | -3.4 | 1 | 1 | 2.4 | 1.3 | -6.1 | 1 | -0.6 | 0.0 | -3.7
CCc1ccc2oc(-c3cccc(N)c3)nc2c1 | 86.1* | 1 | 0.1 | 4.4 | 0.4 | -3.0 | 1 | 2.1 | 2.1 | -110.0
Cc1ccc(SCC2=NN(c3nc(C)cc(C)n3)C(=O)C2)cc1 | -5.8 | 1.1 | 1.1 | -8.4 | -5.4 | -7.8 | 1.1 | -5.7 | -1.0 | -12.9
CCN(c1ccccc1)S(=O)(=O)c1ccc(OC)c(NC(=O)Cn2cnc3c2c(=O)n(C)c(=O)n3C)c1 | -5.5 | 1.1 | 1.1 | -10.8 | -0.7 | -2.7 | 1 | 61.5* | 2.8 | -3.4
O=C(NCc1ccc(F)cc1)C1CCN(S(=O)(=O)N2CCOCC2)CC1 | -5.2 | 1.1 | 1.1 | -8.4 | -1.0 | -8.6 | 1 | 6.3 | 1.5 | -1.8
CCN(CC)C(=O)COn1c(SCC(=O)N(CC)CC)nc2ccccc2c1=O | -7.4 | 0.9 | 1.1 | 5.1 | -2.2 | -12.5 | 1 | -2.2 | -0.8 | -19.9
CC(=O)C1(C)N(O)C(C)(C)C(c2cccs2)=[N+]1[O-] (stereo not given) | -7.5 | 1 | 1.1 | 0.2 | -0.3 | -7.6 | 1 | -5.0 | 0.9 | 2.1
O=C(NC1CCCCCCC1)C1CCN(S(=O)(=O)N2CCCC2)CC1 | -8.5 | 1.1 | 1.1 | -5.3 | -8.3 | -7.0 | 1.1 | -6.1 | 0.6 | -13.6
CCOc1ccccc1OCC(=O)Nc1ccc(S(=O)(=O)N(C)C)cc1 | 0.3 | 0.9 | 1 | 7.1 | -0.9 | -6.9 | 1 | -3.0 | 0.5 | -3.3
COc1ccc(OC)c(Nc2cc(-c3ccccc3)nc(N)n2)c1 | -7.7 | 1 | 1.1 | 3.1 | -1.0 | -1.8 | 1 | 15.9 | 0.3 | 94.2*
CC(=O)c1cccc(NC(=O)CN(c2ccccc2F)S(C)(=O)=O)c1 | -6.0 | 0.9 | 1.1 | 12.7 | -3.1 | -7.6 | 1 | 9.2 | 1.7 | 10.7
CCN(CC)c1ccc(N=Cc2ccc(N(CC)CC)cc2O)cc1 | -6.4 | 1 | 1.1 | -3.6 | -0.3 | i | 1 | 99.8* | -0.3 | 10.1
CCCNS(=O)(=O)c1ccc(CCC(=O)Nc2ccc3c(c2)OCO3)cc1 | -2.9 | 0.9 | 1 | 10.8 | -2.1 | -8.0 | 1 | 5.3 | 3.0 | -18.4
O=C1c2cccc3cccc(c23)C(=O)N1Nc1ccccc1 | -0.7 | 1 | 1 | 0.5 | -5.7 | -6.3 | 1.1 | 5.4 | 1.6 | -12.2
COc1ccc(N2CS(=O)(=O)/C(=C/N(C)C)C2=O)cc1 | 21.5 | 0.9 | 0.8 | 6.7 | 4.3 | -0.2 | 1 | 11.3 | 2.1 | -23.5
Cc1cccc(-c2nnc3sc(-c4ccccc4)nn23)c1 | -1.4 | 1 | 1 | 3.0 | -1.5 | -3.8 | 1 | 6.0 | 6.7 | 0.7
Cc1cccc(NC(=S)/N=C(\N)Nc2nc(C)c3cc(C)ccc3n2)c1 | -5.6 | 0.9 | 1.1 | 12.3 | -1.8 | -6.2 | 1 | 20.2 | 2.5 | -21.7
CCCSc1nc2c(cnn2-c2ccccc2)c(=O)[nH]1 | 3.5 | 1 | 1 | 4.8 | 0.1 | -5.7 | 1 | -7.4 | -0.7 | 4.7
CC1CC(C)CN(C(=O)CSc2nc(N)cc(=O)[nH]2)C1 (stereo not given) | -0.7 | 1 | 1 | -1.2 | -0.4 | -16.5 | 1 | 2.4 | -0.8 | -6.1
CC12CCC(C(=O)Nc3cc(F)ccc3F)(CC1=O)C2(C)C (stereo not given) | -2.8 | 1.1 | 1 | -6.8 | -4.1 | -19.1 | 1 | -3.0 | 1.2 | 7.7
COC(=O)c1ccccc1NC(=O)c1ccc(-c2cccc(Cl)c2)o1 | -3.9 | 0.9 | 1 | 7.7 | -4.0 | 0.9 | 1 | -3.3 | 6.1 | -12.2
CCCOc1ccc2c(=O)c(-c3cc(C(=O)OC)oc3C)c(C)oc2c1 | -5.5 | 1 | 1.1 | 0.1 | -1.0 | 2.0 | 1 | 0.1 | 0.4 | 20.9
CCOC(=O)C1CCCN(C(=O)N2CCOCC2)C1 (stereo not given) | -4.7 | 0.9 | 1 | 11.7 | -5.9 | -16.5 | 1.1 | -2.4 | 0.8 | 4.8
Cc1cc(NC(=O)CCC2CCCC2)no1 | 11.1 | 0.8 | 0.9 | 16.8 | -2.9 | -9.3 | 1 | -7.6 | -0.3 | -26.5

The list goes on (two carried over from the part before).
Molecule | FLuc inhib CS | bIAP act | FLuc stim CS | bIAP inhibitor | TNAP inh hi DEA | TNAP inh no acc | TNAP act hi DEA | L major viab | RAM inhibit | APP 5UTR inh
CCOC(=O)C1CCCN(C(=O)N2CCOCC2)C1 (stereo not given) | -4.7 | 0.9 | 1 | 11.7 | -5.9 | -16.5 | 1.1 | -2.4 | 0.8 | 4.8
Cc1cc(NC(=O)CCC2CCCC2)no1 | 11.1 | 0.8 | 0.9 | 16.8 | -2.9 | -9.3 | 1 | -7.6 | -0.3 | -26.5
O=C(CN1CCN(C(c2ccccc2)c2ccccc2)CC1)N1CCOCC1 | -2.7 | 1 | 1 | -1.2 | -5.2 | -11.6 | 1.1 | 1.2 | 2.8 | -12.3
O=C(c1ccc2c(c1)OCO2)C1CCCN(C(=O)c2cnn(Cc3ccccc3)c2)C1 (stereo not given) | -9.8 | 1 | 1.1 | -1.2 | -5.6 | -3.8 | 1.1 | -0.3 | 1.4 | -8.2
O=C(O)CS(=O)(=O)c1ccc(C(F)(F)F)cn1 | -0.4 | 1.1 | 1 | -5.2 | 3.2 | -5.7 | 1 | -2.3 | 0.9 | 0.4
CC1CCN(c2ccc(C(=O)NCc3ccco3)cc2[N+](=O)[O-])CC1 | -4.9 | 1 | 1 | -3.6 | 7.6 | 6.0 | 0.9 | 50.5* | 5.7 | -13.1
Cc1sc2ncn(CC(=O)Nc3c(F)cccc3F)c(=O)c2c1S(=O)(=O)N1CCC(C)CC1 | -6.8 | 1 | 1.1 | -3.6 | -2.5 | -11.6 | 1 | 2.5 | 6.1 | 4.8
CCOC(=O)c1c(C)[nH]c(C(=O)COC(=O)c2ccncc2)c1C | -2.7 | 0.9 | 1 | 7.5 | -5.6 | -4.3 | 1.1 | -1.3 | 3.5 | 5.3
Cc1ccc(OCCCCNC2CCCCC2)c(C)c1 | -1.5 | 1.2 | 1 | -17.8 | -6.1 | 3.9 | 1.1 | 93.8* | 1.4 | -4.6
O=C1C=CC(O)(c2cc(=O)c3c(O)cc(O)cc3o2)C=C1 | -7.3 | 0.8 | 1.1 | 15.8 | -2.0 | -6.8 | 1 | 70.0* | -1.2 | 40.8
CCCCNC(=O)C1CC(c2cccc([N+](=O)[O-])c2)=NO1 (stereo not given) | -6.2 | 0.9 | 1.1 | 10.0 | -5.8 | -2.7 | 1.1 | 7.3 | 0.6 | -50.2
CCCCCCOC(=O)C(C#N)c1nc2ccccc2nc1N1CCN(CC)CC1 (stereo not given) | -6.0 | 0.8 | 1.1 | 15.2 | 6.7 | 3.3 | 0.9 | 49.0 | -0.9 | -4.6
Cc1ccc(C(=O)Nc2nc(COc3ccccc3)cs2)s1 | 0.4 | 0.9 | 1 | 7.2 | -0.1 | -9.0 | 1 | 0.0 | 0.5 | 0.3
CCCc1nc2c(C)cc(C)cc2c(N)c1CC | -8.8 | 0.5 | 1.1 | . | -5.6 | -15.5 | 1.1 | 98.0* | 0.3 | -8.6
O=C(c1cc2cc(Br)ccc2o1)N1CCCCC1 | 23.8 | 0.9 | 0.8 | 8.8 | -4.4 | -6.4 | 1 | -4.9 | -0.8 | -68.0

Screens as filed in PubChem BioAssay.
